Screening data (PubChem)
ABHD5-PLIN5 inh: blocks binding of human ABHD5 to perilipin-5. Q00G26+Q8WTS1. Split G. princeps luciferase complementation, luminescence, 4 h. inhibition, % at 4 µM. 0.78% of 360,000 active. AID 602281;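 active = inhibition above the mean inhibition across every tested compound plus 3 SD, cut at about 22% in these data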;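 note: 0% = DMSO only wells and the 100% control is not disclosed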
ABCB6 inh 2: human ABCB6 transporter inhibition; Q9NP58; K562-ABCB6 porphyrin accumulation, flow cytometry, 1 h; hits give low values; fluorescence ratio to DMSO, % at 10 µM; 0.19% of 360,000 active; AID 602162;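 active = fluorescence ratio to DMSO below 75%, the collection mean minus 3 SD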;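 note: signal is porphyrin accumulated inside mitochondria; 100% equals median channel fluorescence of DMSO control wells; lower ratio means ABCB6 inhibition with less porphyrin fluorescence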
MC4R antag cAMP: blocks human MC4R cAMP signaling. MC4R-expressing cells, MTII-stimulated cAMP, LANCE TR-FRET. AID 540295. 0.48% of 360,000 active. inhibition, % at 6.5 µM;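 active = inhibition above its plate's cutoff, the mean of tested wells on that plate plus 3 SD, cut at about 29% in these data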;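 note: 0% = Melanotan II alone and 100% = Melanotan II plus saturating MCL0020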
Target sequence (P32245 whole entry, looked up): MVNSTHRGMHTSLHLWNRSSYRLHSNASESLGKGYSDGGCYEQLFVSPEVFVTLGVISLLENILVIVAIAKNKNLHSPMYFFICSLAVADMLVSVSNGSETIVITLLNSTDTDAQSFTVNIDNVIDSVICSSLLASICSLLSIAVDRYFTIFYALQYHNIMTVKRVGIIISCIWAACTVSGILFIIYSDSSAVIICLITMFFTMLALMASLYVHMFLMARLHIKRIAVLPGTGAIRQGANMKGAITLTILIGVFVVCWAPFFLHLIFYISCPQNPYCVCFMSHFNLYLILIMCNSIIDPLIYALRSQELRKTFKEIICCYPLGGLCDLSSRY
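Material: human MC4R-expressing U2OS cells. Probe or stimulus: Melanotan II challenge. Dosing: 6.5 µM single dose. Times: 30-min compound, 1-h challenge, 1-h detection, room temperature. Technique: TR-FRET with Eu-cAMP and labeled anti-cAMP, 671 nm. Replication: singlicate.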
MC4R barr agon: human MC4R agonism via beta-arrestin; activation, % at 8.9 µM; 0.98% of 360,000 active; P32245; U2OS MC4R beta-arrestin complementation, luminescence; percent of melanotan II response, DMSO zero;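 active = activation above a per-plate cutoff, the mean activation of sample wells on that plate plus 3 SD, cut at about 8% in these data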
PDI inh: inhibitors of human protein disulfide isomerase; P07237; PDI insulin aggregation turbidity, A650, 90 min; inhibition, % at 10 µM; 0.052% of 350,000 active; AID 588391;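 active = mean inhibition across replicates of 30% or more, whatever share of single replicates reach that level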;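 note: absorbance from insulin aggregation driven by PDI reduction with DTT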
Granule exo inh: lytic granule exocytosis inhibition; inhibition, % at 10 µM; AID 651702; 0.66% of 360,000 active; TALL-104 LAMP-1 surface exposure, flow cytometry; cells stimulated with thapsigargin and PMA;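 active = inhibition above about 55%, limit read from the data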
HTR2A ag: mouse HTR2A agonism via beta-arrestin recruitment; P35363; CHO-K1 mHTR2A beta-arrestin complementation, luminescence; percent of 30 µM serotonin response; activation, % at 7.6 µM; 0.66% of 360,000 active;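 active = activation above a run cutoff, the mean activation of all tested compounds plus 3 SD, cut at about 14% in these data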;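 note: 0% = plate median of compound wells and 100% = 30 µM serotonin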
Target sequence (P35363 whole entry, looked up): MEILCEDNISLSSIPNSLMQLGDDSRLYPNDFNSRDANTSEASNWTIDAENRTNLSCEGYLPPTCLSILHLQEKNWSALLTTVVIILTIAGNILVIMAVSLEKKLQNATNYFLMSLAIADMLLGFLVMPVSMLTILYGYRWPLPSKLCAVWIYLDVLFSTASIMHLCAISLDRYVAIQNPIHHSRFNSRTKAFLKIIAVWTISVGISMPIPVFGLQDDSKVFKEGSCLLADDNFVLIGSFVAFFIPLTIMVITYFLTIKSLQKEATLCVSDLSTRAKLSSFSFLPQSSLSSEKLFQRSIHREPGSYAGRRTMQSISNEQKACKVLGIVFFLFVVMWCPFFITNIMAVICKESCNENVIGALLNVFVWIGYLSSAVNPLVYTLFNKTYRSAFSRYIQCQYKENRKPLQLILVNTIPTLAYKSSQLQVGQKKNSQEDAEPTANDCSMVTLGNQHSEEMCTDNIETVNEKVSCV
Cardio protect: protects H9c2 cardiomyocytes from peroxide injury; H2O2 injury protection, ATPLite, 2 h; protection from H2O2 cell death, % at 20 µM; 0.63% of 360,000 active;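 active = compounds giving at least 50% protection of heart cells from peroxide-induced death in the single-dose screen, raw or plate-pattern-corrected value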;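 note: 0% = DMSO wells with peroxide and 100% = DMSO wells without peroxide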
CaV13 ICDI inh: Disruptors of the CACNA1D IQ motif to Ca2+-dependent inactivation inhibitor domain association, primary screening, Förster resonance energy transfer in intact living …; inhibition, % at 12.3 µM; AID 743397; HEK cells, CFP/YFP FRET ICDI-IQ, plate reader, 10 min; percent FRET-ratio fall versus neutral wells; 0.098% of 340,000 active;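 active = mean replicate inhibition of at least 30% and at least 1% of replicates passing that level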;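 note: 0% = median of the neutral control wells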
Glyco luc inh: N-linked glycosylation inhibition | D54 ERlucT glycosylation luciferase reporter, 24 h; percent of 100 nM tunicamycin response | reporter increase, % at 12.5 µM | 0.23% of 360,000 active | AID 588692;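 active = mean luciferase reporter signal, scaled so untreated is 0 and the glycosylation-blocking control 100, at or above a set limit in every replicate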;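 note: luciferase carries N-glycosylation sites so blocking glycosylation raises the light; 0% = median of neutral control wells and 100% = median of 100 nM tunicamycin wells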
Active calls of the source: *; . = not tested or not shown.

Order of values: ABHD5-PLIN5 inh, ABCB6 inh 2, MC4R antag cAMP, MC4R barr agon, PDI inh, Granule exo inh, HTR2A ag, Cardio protect, CaV13 ICDI inh, Glyco luc inh
O=C1Nc2ccccc2SC1c1ccccc1Cl (configuration not stated)
 : -8, 96, 5, -1.8, -1, 1, -4, -12, -7, 0
COc1ccccc1N(CC(=O)NCC1CCCO1)C(=O)CNS(=O)(=O)c1ccc(Cl)cc1 (configuration not stated)
 : -6, 98, 1, -1.3, 0, 0, 4, -6, -15, 0
CCC(=O)Nc1nc2nc(-c3ccccc3)cc(=O)n2[nH]1
 : -3, 98, 4, -1.3, 2, -4, 1, 10, -6, 1
CS(=O)(=O)N(CC(=O)Nc1ccccc1C(=O)N1CCOCC1)c1ccc2c(c1)OCO2
 : -2, 101, 14, 0.4, 3, 1, 3, 9, ., -2
Cc1cccc(NCCNc2cccc(C)c2)c1
 : -5, 95, 1, 4.6, -1, -2, -5, -2, ., -2
COCCCn1c(C)nnc1SCC(=O)NCc1ccco1
 : 14, 95, 2, -1.7, 4, -7, -4, 4, -5, -1
COc1ccc(C(C)(C)C)cc1NS(=O)(=O)c1cccc2cccnc12
 : -1, 100, 0, -0.7, -1, 59*, -2, -9, -18, -5
Cc1nc(NCCc2ccc(F)cc2)c2nnn(Cc3ccccc3)c2n1
 : 0, 99, 8, -1.9, 0, -13, -2, -9, -3, 0
CCOC(=O)N1CCN(C(=O)CSc2ccc(-c3cccc(OC)c3)nn2)CC1
 : 5, 100, 14, 1.4, 0, -2, -5, 5, -3, 0
O=C(CCNC(=O)c1ccco1)NNC(=O)c1ccc(Br)cc1
 : 0, 96, 3, 1.6, -8, -2, 1, -6, -5, 1
COCCCN1C(=O)C(=O)/C(=C(/O)c2ccc(S(=O)(=O)N3CCOCC3)cc2)C1c1ccc(Cl)cc1 (configuration not stated)
 : 7, 98, -1, -2.9, 1, 3, 8, -5, -5, -2
COc1cccc(-c2noc(CCCC(=O)Nc3ccc(C(N)=O)cc3)n2)c1
 : -1, 99, 11, 0.5, 3, 5, 0, -1, -5, 0
COc1cccc(CN(C)CC(=O)NCc2ccc(C)cc2)c1
 : -1, 91, 6, -0.4, -5, 6, -15, -2, -2, -2
O=C(O)C1C2CC3C(OC(=O)C31)C2Cl (configuration not stated)
 : 0, 91, 10, -3.5, 13, 10, 3, -1, -4, 0
Cc1ccc(S(=O)(=O)N[C@H](C(=O)N2CCC3(O)CCCCC3C2)c2ccccc2)cc1 (some centres not stated)
 : 1, 103, 0, -3.2, -3, -2, -1, 29, -5, -2
O=C(Nc1cccc2ncccc12)c1cccnc1
 : 3, 99, 4, -1.3, -9, -3, -4, 9, ., 1
O=c1c2ccc([N+](=O)[O-])cc2ncn1CCOc1cccc(Br)c1
 : 0, 96, 6, 0.5, -3, -11, -1, 24, -4, 0
Cc1ccc(S(=O)(=O)NCCCN2CCOCC2)cc1C
 : -4, 102, 0, 0.0, 3, -2, 2, 1, -5, 4
O=C(NCc1ccccc1)c1cc(C2CCCCN2C(=O)OCCF)on1 (configuration not stated)
 : -2, 100, -2, 0.1, 2, 2, -3, 6, -11, 0
CC(=O)c1ccccc1NC(=O)CC1(CC(=O)O)CCCCC1
 : -3, 104, 5, -1.2, 3, 2, 3, 5, -6, 1
O=C1c2ccccc2S(=O)(=O)N1Cc1cc(=O)n2ccsc2n1
 : 5, 95, 7, -1.6, 2, 7, 0, 10, -5, 3
CCC1(c2ccccc2)NC(=O)N(CC(=O)NNC(=O)c2ccc(F)cc2)C1=O (configuration not stated)
 : -5, 99, 0, -3.4, -3, 13, -3, -1, -6, 0
Cc1ccc(-c2nn[nH]n2)cc1Cl
 : 7, 102, 12, 0.7, 0, 33, 3, 8, -20, 2
CCN1C(=NCCc2ccccn2)N[C@@H](c2cccc(F)c2)C(C(=O)OC)=C1C
 : 6, 98, 4, -0.5, -5, 25, 0, 1, -6, 1
O=C(NCc1ccccc1Cl)c1ccc(Br)o1
 : -7, 100, 0, -1.9, -2, -2, -1, 9, -7, 0
CCCn1c(SCC(=O)Nc2nnc(-c3ccccc3)s2)nnc1-c1ccccn1
 : 3, 88, -3, 1.4, -8, -3, 4, -3, -4, 0
CN(C)C(=O)COc1ccc2cc(-c3ccccc3)c(=O)oc2c1
 : 2, 99, 11, -0.8, 11, 9, -5, -5, -3, -1
CCCC1OC23CCCCC2C(C#N)(C#N)C1(C#N)C(=N)O3 (configuration not stated)
 : -5, 98, -1, -1.9, -5, 0, -2, 8, -8, 2
CCc1c(C)nc(N2CCN(c3ccc(OC)cc3)CC2)[nH]c1=O
 : -7, 96, 1, -0.9, -8, 7, -6, 0, -3, 0
Cc1ccc(OCCC(=O)N2CCN(c3ccc(O)cc3)CC2)cc1
 : 0, 99, -4, -1.7, -6, 3, -5, -5, -13, -2
COCCCNC(=O)c1cccc2c(-c3ccc(OC)cc3C)coc12
 : -3, 98, 10, -0.8, -3, 16, -5, -12, -11, 0
COc1ccc(-c2n[nH]c(C)c2-c2ccc(Cl)cc2)c(O)c1OC
 : 0, 93, 6, 6.5, 3, 3, 22*, 19, -3, -3
COc1ccc(SN=C2C(C)=CC(=O)C=C2C)cc1
 : -10, 107, -3, 7.4, -4, -5, 5, -4, -13, 4
COc1cccc(/C(O)=C2/C(=O)C(=O)N(CCN3CCOCC3)C2c2cccnc2)c1 (configuration not stated)
 : 4, 92, 9, -0.4, -1, -2, 2, 1, ., -1
COc1ccc(CN2CC[C@H]3C=CC[C@@H](C(=O)NCCc4ccccc4)[C@H]3C2=O)cc1OC
 : 3, 91, -2, -1.7, -4, -4, -1, 8, -10, -3
C[C@@H]1CN(Cc2nc(-c3cccs3)no2)C[C@H](C)O1
 : 0, 101, 2, -2.5, 7, 0, 7, 5, -2, 1
COc1cc(/C=C2/C(=O)c3cccc([N+](=O)[O-])c3C2=O)c(Br)cc1O
 : 16, 100, 21, -2.8, 7, 15, -1, -14, -6, 4
CC(C)C[C@@H](CO)N1CCN(Cc2cccc(C#N)c2)CCC1=O
 : 1, 102, 0, -1.8, -3, 11, -2, 5, -6, 0
Cc1cc(NC(=O)CCCS(=O)(=O)c2nc(-c3cccs3)cc(C(F)(F)F)n2)no1
 : 47*, 85, -18, -3.4, -9, 61*, 2, -17, -5, -14
Nc1[nH]c(C(=O)c2ccccc2)c(-c2ccc(Br)cc2)c1C(=O)c1ccc(Br)cc1
 : -1, 103, ., ., ., -4, 1, ., -7, .
CC(=O)Nc1cccc(-c2csc(Nc3ccccn3)n2)c1
 : 2, 92, 1, -0.3, 12, -6, 7, -7, -13, -9
Nc1nc(SCC(=O)N2CCCC2)[nH]c(=O)c1NC(=O)c1cccs1
 : 2, 97, 1, -0.1, 10, -1, 6, -13, -7, -1
Cc1ccc(-c2cc(C(=O)OCC(=O)N(C)c3c(N)n(Cc4ccccc4)c(=O)[nH]c3=O)c3ccccc3n2)o1
 : 8, 101, 2, -1.6, -12, 7, -1, -2, -4, 3
CC(C)(C)NC(=O)c1nc2ccccc2s1
 : 0, 98, 0, -2.7, 3, 1, -5, -1, ., -2
CCCC/C(O)=C1\C(=O)CC(C)(C)CC1=Nc1ccc(N)cc1
 : 5, 93, 23, -2.2, 0, -2, 3, 7, 4, 1
Cc1noc(C(=O)N2CC3(C)CC2CC(C)(C)C3)c1Cl (configuration not stated)
 : 0, 100, 8, -0.7, -5, -1, 0, -8, -5, 1
CC1(C)CC[C@]2(C(=O)O[C@@H]3O[C@H](CO)[C@@H](O)[C@H](O)[C@H]3O)CC[C@]3(C)C(=CCC4[C@@]5(C)CC[C@H](O[C@@H]6O[C@H](C(=O)O)[C@@H](O[C@H]7OC[C@@H](O)[C@@H](O)[C@@H]7O)[C@H](O)[C@H]6O)C(C)(C)C5CC[C@]43C)[C@@H]2C1 (some centres not stated)
 : 7, 98, 4, -3.2, 2, 56*, -3, -2, -9, 1
CCN(C(=O)COC(=O)CCCOc1ccc(Cl)cc1C)c1c(N)n(Cc2ccccc2)c(=O)[nH]c1=O
 : 17, 92, 9, 5.0, -9, 4, 5, -13, -6, 1
CCCCN(C)CCNC(=O)CN1C(=O)CSc2ccc(S(=O)(=O)N3CCCC3)cc21
 : 10, 95, 1, -2.2, -6, 1, 4, 0, -2, -3
O=C1COc2ccc(C(=O)COC(=O)CCOc3ccccc3)cc2N1
 : 7, 94, 11, -2.1, -1, -7, -5, 1, -4, 0
O=C(NC1CC2CCCC(C1)N2C(=S)NCCc1ccccc1)C1CC1 (configuration not stated)
 : 1, 99, -1, -0.3, -5, -2, 0, -11, -11, 0
COc1ccc(C(=O)N2CCC(C)(C(=O)O)C2)c(OC)c1 (configuration not stated)
 : -7, 97, 16, -1.4, 0, -8, -4, 0, -5, -5
COc1ccccc1NC(=O)Cn1cc(C#N)c2ccccc21
 : -4, 96, -4, -0.7, -5, -5, 0, 2, -6, -3
Cc1ccc(-c2ccc(=O)n(CC(=O)NCCCN3CCCCC3C)n2)cc1 (configuration not stated)
 : 6, 95, 2, -2.9, 6, -12, 2, -2, ., 2
CN(C)CCNc1nc(-c2ccccc2CO)c2sccc2n1
 : -1, 92, 4, -0.1, 11, 2, 5, 4, -4, 1
CC1=C(C(=O)N2CCOCC2)C(c2cc(C)ccc2C)NC(=S)N1 (configuration not stated)
 : -1, 105, 0, -0.5, 13, 2, -1, -1, -4, -1
CCCCCCCNC1=CC(=O)CC(c2ccccc2)C1 (configuration not stated)
 : -1, 98, -3, -0.4, -3, 3, -3, -20, 2, 8

Rows were taken by chance. Share with any hit: about 4.2%.
